Mito fusion act: blocks mitochondrial division or promotes mitochondrial fusion; S. cerevisiae fusion-defective mutant growth rescue, CellTiterGlo 48 h; Potency, µM (doses to about 46.1 µM), for inactives: at the top dose growth rescue (activation), hits mostly activators; 320,000 tested, 0.23% active;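 also: potency is read from the fitted curve at half-maximal effect; % of control where 0% means no effect; nearly all actives have a fitted effect of over 45% in size; temperature-sensitive fusion mutants such as fzo1-1 at 37 °C on non-fermentable ethanol glycerol medium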
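Read-out: ATP-based luminescence (CellTiterGlo, 10 min ambient) reporting growth of fusion-defective ts yeast after 48 hours at 37C on glycerol/ethanol YPEG medium in the presence of compound.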
TCR activator: activates T cell receptor signaling; primary human leukocytes, anti-CD3, IL-2 HTRF, 48 h; Potency, µM (doses to about 9.22 µM), for inactives: top-dose activation of IL-2 secretion, usual class: activators; 330,000 tested, under 10 active; also: % of control where 0% means no effect
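TCR engagement came from a-CD3 beads alone, with compounds added to primary human leukocytes for 48 hr. Secreted IL-2 bridged europium cryptate- and d2-labelled anti-IL-2 antibodies, giving FRET emission at 665nm after 320nm excitation.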
MBNL1 CUG block: MBNL1-poly(CUG) RNA binding inhibition. Q9NR56. TR-FRET MBNL1-His/biotin-(CUG)12 binding, 665/545 ratio. Potency, µM (top dose mostly 57.5 µM), inactives show at the highest dose activity change, negative = inhibition, hits mostly inhibitors. 280,000 tested, 0.036% active. AID 2675; active = well fitted inhibition curve with a large enough effect in the signal ratio, with a control signal flat, not every such curve was filed as active; inconclusive = small, poorly fitted or top-dose-only effect, or effect the other way, or a change in a side signal; inactive = no such curve, though single readings can be large or run the other way; the % refers to the signal ratio; also: potency is read from the fitted curve at half-maximal effect; % is scaled to controls: 0 for no effect and ±100 for the full control effect
Target sequence (Q9NR56 whole entry, looked up): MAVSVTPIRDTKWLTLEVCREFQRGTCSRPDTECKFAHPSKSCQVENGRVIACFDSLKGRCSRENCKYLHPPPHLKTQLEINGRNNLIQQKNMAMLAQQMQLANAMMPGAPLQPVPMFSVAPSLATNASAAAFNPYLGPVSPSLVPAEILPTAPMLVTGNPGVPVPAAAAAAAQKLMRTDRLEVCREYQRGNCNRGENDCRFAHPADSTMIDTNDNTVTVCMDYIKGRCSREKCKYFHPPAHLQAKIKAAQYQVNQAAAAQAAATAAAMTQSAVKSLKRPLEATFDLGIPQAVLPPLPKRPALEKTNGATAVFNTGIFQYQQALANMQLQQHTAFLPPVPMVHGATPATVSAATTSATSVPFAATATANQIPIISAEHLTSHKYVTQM
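His-tagged MBNL1 binding to biotinylated (CUG)12 RNA was measured by TR-FRET using terbium anti-His antibody (0.055 ng/ul final) and streptavidin-XL665 (5 nM final). Compounds were titrated 92 nM to 58 uM; 60 min at room temperature.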
ASM inhibitor: blocks human secretory acid sphingomyelinase; AID 504937; Potency, µM (series often up to 57.5 µM), for inactives: at the highest dose activity change, negative = inhibition, most hits filed as inhibitors; 340,000 tested, 0.006% active; P17405; placental ASM, HMU-PC fluorogenic substrate, 60 min; also: potency is read from the fitted curve at half-maximal effect
Target sequence (P17405 47-631 limits assumed): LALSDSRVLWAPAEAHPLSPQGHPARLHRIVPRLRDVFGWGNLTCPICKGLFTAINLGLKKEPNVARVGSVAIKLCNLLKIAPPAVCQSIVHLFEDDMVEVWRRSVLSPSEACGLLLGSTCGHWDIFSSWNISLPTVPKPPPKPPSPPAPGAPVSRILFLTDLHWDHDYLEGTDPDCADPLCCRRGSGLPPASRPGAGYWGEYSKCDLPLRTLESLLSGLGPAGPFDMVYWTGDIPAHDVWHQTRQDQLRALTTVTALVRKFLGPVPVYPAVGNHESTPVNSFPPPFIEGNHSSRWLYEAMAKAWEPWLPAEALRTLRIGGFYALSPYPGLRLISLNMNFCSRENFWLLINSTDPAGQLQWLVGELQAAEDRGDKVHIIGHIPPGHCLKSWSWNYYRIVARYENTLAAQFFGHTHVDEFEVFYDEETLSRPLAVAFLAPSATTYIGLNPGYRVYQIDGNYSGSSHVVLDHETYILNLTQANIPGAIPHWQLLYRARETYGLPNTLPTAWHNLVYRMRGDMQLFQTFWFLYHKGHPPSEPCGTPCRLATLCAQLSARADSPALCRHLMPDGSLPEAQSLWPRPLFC
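qHTS format. ASM enzyme prepared from human placenta hydrolyses the fluorogenic substrate HMU-PC0 (9 uM final) over 60 min at 37 °C after a 10 min compound preincubation.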
a7 integrin act: activates integrin-mediated alleviation for muscular dystrophy | alpha7betagal myoblasts, beta-gal FDG fluorescence, 48 h | Potency, µM (titrated, usually from 38.3 µM), without a hit: top-dose activation, actives largely listed as activators | 350,000 tested, 0.064% active | AID 624291;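 also: potency is read from the fitted curve at half-maximal effect; 100% = response of the positive control SU9516; nearly all actives have a fitted effect of over 60% in size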
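Alpha7betagal+/- myoblasts (passage 13) were plated 16-24 hr, then exposed to compounds (1:260 dilution of DMSO stock) for 48 hours at 37C. After MPER lysis, β-galactosidase reporter activity was read as FDG fluorescence (ex 480/em 540) after 30 minutes.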
TSHR antag: human thyrotropin receptor antagonism | AID 504810 | TSHR-expressing cells, TSH-stimulated cAMP HTRF, 2 h; stronger effect = lower value | 330,000 tested, 0.2% active | activity change, negative = inhibition, % at 11.5 µM;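 active = activity change below a set negative limit, meaning inhibition stronger than a set level, cut at about -70% in these data; inconclusive = activity change between two set negative limits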; also: % is scaled to controls: 0 for no effect and ±100 for the full control effect
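Competitive HTRF cAMP read-out (cryptate anti-cAMP antibody, cAMP-d2; 30 min, room temperature) in freshly harvested TSHR cells. Compounds added before TSH at EC80 (4nM final), followed by 2 hours' incubation at 37 deg C.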
TSG101-PTAP inh: blocks PTAP/TSG101 interaction to inhibit HIV-1 budding. 340,000 tested, under 10 active. Potency, µM (highest dose often 115 µM), for the others: top-dose activity change, negative = inhibition, actives largely listed as inhibitors. AID 493005. Fluorescence polarization, FITC-PTAP peptide / Tsg101 binding; active = well fitted inhibition curve with a large enough effect in the main read-out, with a control signal flat, not every such curve was filed as active; inconclusive = small, poorly fitted or top-dose-only effect, or effect the other way, or a change in a side signal; inactive = no such curve, though single readings can be large or run the other way; also: potency is read from the fitted curve at half-maximal effect; % of control where 0% means no effect
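Tsg101 binding domain (10 uM final) was mixed with compound and a FITC-labeled PTAP peptide (50 nM final) in HEPES pH 7.5 buffer with NaCl, Tween 20, EDTA and TCEP; fluorescence polarization was read after 20 min at r.t.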
CXXC DNA block: MLL CXXC-DNA interaction inhibition; Q03164; MLL-CXXC / FITC-HOXA9 DNA fluorescence polarization; Potency, µM (highest dose often 115 µM), without a hit: at the top dose activity change, negative = inhibition, actives largely listed as inhibitors; 290,000 tested, 0.037% active; AID 2662; active = well fitted inhibition curve with a large enough effect in the polarisation, with a control signal flat, not every such curve was filed as active; inconclusive = small, poorly fitted or top-dose-only effect, or effect the other way, or a change in a side signal; inactive = no such curve, though single readings can be large or run the other way; the % refers to the polarisation; also: potency is read from the fitted curve at half-maximal effect
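Fluorescence polarization: 7 uM MLL-CXXC (stock) preincubated 5 min with compounds, then 50 nM fluorescein-HOX-A9 DNA (stock) added; 30 min ambient. Buffer 50 mM Tris-HCl pH 7.5, 50 mM NaCl, 1 mM DTT, 0.05% BSA.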
Menin-MLL TR inh: displaces Texas Red mutant MLL peptide from human menin; Menin + Texas Red MLL mutant peptide, fluorescence polarization; AID 1768; Potency, µM (doses to about 61.6 µM), without a hit: at the highest dose FP activity change, negative = inhibition, hits mostly inhibitors; O00255; 270,000 tested, 0.23% active; active = well fitted inhibition curve with a large enough effect in the polarisation, with a control signal flat, not every such curve was filed as active; inconclusive = small, poorly fitted or top-dose-only effect, or effect the other way, or a change in a side signal; inactive = no such curve, though single readings can be large or run the other way; the % refers to the polarisation; also: potency is read from the fitted curve at half-maximal effect; % of control where 0% means no effect; many of its hits are not listed in these tables
AT treatment: potential ataxia-telangiectasia treatments restoring KAP-1 phosphorylation. […] A-T fibroblasts, KAP-1 phosphorylation AlphaLISA; neocarzinostatin DNA damage 30 min before lysis. Potency, µM (titrated, usually from 57.5 µM), for the others: at the top dose activation, hits mostly activators. 320,000 tested, 0.19% active. AID 485349; also: potency is read from the fitted curve at half-maximal effect; % of control where 0% means no effect; nearly all actives have a fitted effect of over 45% in size
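ATM-like activity read as KAP-1 phosphorylation via AlphaLISA donor/acceptor antibody pairs after lysis and 6 hr at 25C. Cells were ATM-null patient fibroblasts ([…], hTERT), dosed 60 min, then exposed to the DSB inducer NCS for 30 min.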
An asterisk follows results filed as active; i = inactive; ? = inconclusive; nt = no result given; & = joins results of further samples; [ ] = another dose, or the depositor's remark. Unless noted, calls follow the shape of the dose curve; as a rule, active = well fitted curve in the direction sought with a large enough effect; inconclusive = small, poorly fitted or top-dose-only effect, or another doubt; inactive = no such curve, though single readings can be large; an effect the other way counts as inactive or inconclusive. An excerpt (hit frequency here may not be typical).

SMILES	Mito fusion act	TCR activator	MBNL1 CUG block	ASM inhibitor	a7 integrin act	TSHR antag	TSG101-PTAP inh	CXXC DNA block	Menin-MLL TR inh	AT treatment
COc1cccc(-n2c(CN3CCN(C)CC3)nc3ccc([N+](=O)[O-])cc3c2=O)c1	6%	0%[46.1 µM]	nt	0%	-12%	-3	-2%	-1%	-8%	-5%
CCOC(=O)C(NC(C)=O)C(OC(C)=O)c1cccc(N(CCCl)CCCl)c1 (centres undefined)	0%	3%[46.1 µM]	?	-1%	-28%	9	0%	-3%	17%	-1%
CC(C)(C)c1ccc(C(=O)NCc2ccco2)cc1	nt	3%	nt	0%	?	nt	-3%	nt	nt	nt
CN1C(=O)C(c2ccc([N+](=O)[O-])cc2[N+](=O)[O-])C(=O)N(C)C1=O	3%	-3%	?	-9%	-10%	2	3%	40µM*	40%[activator]	-23%
COc1ccc(/C=N\N=C(N)N)cc1	1%	-2%	4%	2%	-46%[inhibitor]	-4	-1%	9%	20%	-1%
O=C(O)c1cn(Cc2ccccc2)nc1-c1ccccc1	-6%	-3%	-1%	0%	9%	3	-3%	-8%	-1%	1%
Cc1ccc(-n2c(O)c(C=Nc3ccc(S(=O)(=O)N(C)C)cc3)c(=O)[nH]c2=O)cc1	-3%	0%	8%	-3%	12%	5	-3%	5%	3%	nt
CCCCNS(=O)(=O)c1ccc(OCC(=O)N2CCN(Cc3ccc4c(c3)OCO4)CC2)cc1	1%	-4%	1%	0%	2%	-3	-2%	-12%	nt	-13%
CCOP(=O)(OCC)C(C)(C)NC(=O)C(Cl)(Cl)Cl	3%	6%	10%	4%	?	-7	-6%	-1%	23%	10%
COC(=O)C1=C(c2ccccc2OCc2ccccc2)C[C@@H]2CC[C@H]1N2C(=O)NCc1ccccc1	?	-7%	nt	-10%	-11%	6	nt	nt	nt	5%
CCOC(=O)c1ccc(N=Cc2c(O)n(-c3ccccc3F)c(=S)[nH]c2=O)cc1	-8%	-5%[46.1 µM]	nt	-1%	-1%	18	-2%	-8%	0%	0%
O=c1c2ccccc2nc(-c2ccco2)n1-c1ccc(Br)cc1	4%	13%	7%	-1%	3%	-10	0%	-1%	nt	7%
CC1CC(OP(O)(=S)c2ccc(N(C)C)cc2NC(=O)c2cccs2)CC(C)(C)C1 (centres undefined)	7%	1%	?	1%	-18%	-1	-9%	0%	14%	-2%
CC(Cc1ccccc1)NCCC(c1ccccc1)c1ccccc1 (centres undefined)	-13%	-5%	nt	-2%	nt	13	-3%	nt	nt	7%
CN1C2CC(OC(=O)C(CO)c3ccccc3)CC1C1OC12 (centres undefined)	-2%&-1%&-20%	-5%&-4%&6%	-4%&-8%	5%&4%&-2%	2%&2%	7&-2&15	-3%&-6%&-1%	?	1%&-15%&-15%	-1%&12%&-5%
O=C(c1cccc(C(F)(F)F)c1)C1CCCN(Cc2ncc[nH]2)C1 (centres undefined)	0%	5%	-6%	3%	-3%	-6	1%	-3%	-4%	-3%[11.5 µM]
O=c1c2ccccc2nc(-c2ccccc2)n1-c1nccs1	-7%	1%[46.1 µM]	1%	4%	-5%	-5	-1%	-8%	8%	-1%
CP(=O)(O)CN1CCCCC1	3%	3%	nt	-1%	25%	1	-4%	20%	-9%	11%
CCOc1ccccc1CN1CCCC(C(=O)c2cc(F)ccc2F)C1 (centres undefined)	0%	-4%	3%	3%	20%	1	-1%	0%	-20%	-2%
CC1=C(C/C(C)=C/c2ccccc2)/C(=C/CO)[C@H](O)[C@](C)(O)C12CC2	nt	-2%	nt	-3%	-45%	nt	-4%	nt	nt	nt
COC(=O)C1=C(c2ccc(C(C)=O)cc2)C[C@@H]2CC[C@H]1N2C(=O)NCCCOC(C)C	-3%	-2%	nt	4%	8%	-7	nt	nt	nt	-5%
COCc1ccc(CN2CCCC(C(=O)c3sccc3C)C2)o1 (centres undefined)	2%	-6%	-11%	0%	-11%	-6	-4%	-5%	-6%	1%
COc1ccc(N=Cc2c(O)n(CC3CCCO3)c(=O)[nH]c2=O)cc1 (centres undefined)	4%	-5%[46.1 µM]	4%	7%	32%	-1	1%	8%	-7%	9%
COC(=O)C(O)(c1ccc(N(C)C(=O)COc2ccccc2)cc1)C(F)(F)F (centres undefined)	-5%	-5%[46.1 µM]	-5%	0%	7%	6	-5%	1%	-22%	6%
Cn1cc(Br)c(C(=O)Nc2ccc3c(C(F)(F)F)cc(=O)oc3c2)n1	3%	8%	9%	341%[activator]	17%	3	1%	-1%	nt	10%
C=CCN1CC[C@]23CCCCC2[C@H]1Cc1ccc(O)cc13 (some centres undefined)	-1%	nt	nt	nt	nt	-20	nt	7%&2%	1%&8%	nt
O=C(NCc1ccc(C(=O)N2CCC3(CC2)OCCO3)cc1)c1ccc2c(c1)OCO2	3%	4%	-5%	2%	-7%	-21	-4%	0%	-21%	-4%
CC(O)C1C=CC=CC(=O)OC2CC3OC4C5OC5(C)C(O)CC4(COC(=O)C(O)C(C)CCO1)C2(C)C31CO1 (centres undefined)	nt	-2%	nt	1%	-53%[inhibitor]	nt	-1%	nt	nt	nt
CCC(C)C1(CC)C(=O)NC(=O)N=C1N (centres undefined)	-2%	1%[46.1 µM]	-19%	3%	0%	22	-1%	-9%	-1%	8%
C[N+]12CCC(CC1)C(C(O)(c1ccccc1)c1cccs1)C2 (centres undefined)	-4%	4%	-11%	2%	0%	1	1%	-4%	-11%	-2%
O/N=C1/C(=C\c2ccccc2)N2CCC1CC2	8%	-6%	-9%	2%	-17%	-3	-8%	-5%	9%	8%
c1cncc(C2CC(c3cccs3)n3ncnc3N2)c1 (centres undefined)	-3%	4%	0%	6%	19%	2	-4%	4%	12%	1%
CCc1ccc(N2C(=O)NC(=O)/C(=C\c3cccn3CCOc3ccc(C(C)C)cc3)C2=O)cc1	7%	2%[46.1 µM]	nt	0%	1%	-10	-1%	-22%	?	6%
C[C@]12CCC(OC(=O)CCC(=O)O)CC1=CCC1C2CC[C@]2(C)C(=O)CCC12 (some centres undefined)	?	-5%	-2%	0%	24%	-12	-9%	-3%	8%	-3%
CC(C)N1C(=S)SC(C)(C)C1n1oc(=O)n(-c2cccc(Cl)c2)c1=O (centres undefined)	-3%	-3%	-16%	-1%	-18%	-3	-4%	-9%	?	3%
CC(C)OCCCNC(=O)c1c(N)n(Cc2cccs2)c2nc3ccccc3nc12	?	-6%	15%	i	-67%[inhibitor]	10	?	-3%	21%	26%
O=S1(=O)N(CCN2CC=C(c3c[nH]c4cc(F)ccc34)CC2)c2cccc3c2N1CCC3	?	-4%	?	19%	nt	-12&11	2%	31%[activator]	-18%	-11%
CN1C(=O)COc2c(C(=O)NC3CN4CCC3CC4)cc(Cl)cc21 (centres undefined)	1%	nt	-1%	nt	nt	8	nt	8%&20%	16%&0%	nt
CCOP(=O)(OCC)C(O)c1ccc(OC)cc1 (centres undefined)	-2%	0%	3%	1%	25%	0	0%	-5%	nt	-31%
